From PubChem BioAssay
miR-122 sensor: miR-122 Renilla sensor signal increase in Huh7, primary screen, miR-122 inhibitor project, cell-based, single point, plate reader. activation (reporter increase), % at 12.5 µM. Huh7 miR-122 Renilla luciferase sensor, 48 h; neutral wells = 0, positive control = 100. hit rate 0.3% among 340,000;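 active = mean replicate activation score at least 90 and every replicate individually at or above 90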;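 also: higher luciferase means less miR-122 activity so hits act as miR-122 inhibitors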
FN deposition inh: inhibitors of fibronectin matrix deposition, primary screen, AH1F cells, Alexa488-fibronectin fluorescence, plate reader. AH1F fibroblasts, overnight. inhibition, % at 12.6 µM. hit rate 0.086% among 350,000. AID 743247, 2014;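 active = mean inhibition across replicates of 30% or more, regardless of how many single replicates reach that level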;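 also: positive control wells lacked labelled fibronectin entirely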
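Material: AH1F fibroblast monolayer depositing Alexa488-labelled fibronectin into matrix | Input: 10000 AH1F cells/well | Medium: DMEM plus 2% serum, read in PBS | Reagent: Alexa488-fibronectin, 24 nM final in well | Compound dosing: One dose per compound, pinned | Schedule: 1 h adhesion, overnight exposure | Measured by: Fluorescence at 485 nm excitation, 525 nm emission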
PglD DTNB: C. jejuni PglD acetyltransferase inhibitors, primary screen, biochemical, DTNB colorimetric, single point; AID 602405, 2012; hit rate 0.098% among 360,000; UDP-N-acetylbacillosamine N-acetyltransferase PglD (Campylobacter jejuni); inhibition, % at 12.5 µM; purified PglD enzyme, DTNB colorimetric CoA detection; in the data active = inhibition above about 16%, passing the limit was not always enough; also: strong numbers were not always called active
Statin myotox sup: suppressors of statin myotoxicity in C2C12 myotubes, primary screen, cell-based, single point, plate reader; C2C12 myotubes + simvastatin, ATP luminescence, 48 h; scaled: DMSO 0, geranylgeraniol control 100; rescue of ATP level, % at 7.49 µM; hit rate 0.78% among 330,000;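 active = mean ATP rescue above about 67%, or every replicate alone reaching that limit, limit read from the data, passing the limit was not always enough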;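 also: myotubes were challenged with 10 µM simvastatin during compound exposure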
PGC1a acetyl inh: inhibitors of PGC1a acetylation signal, primary screen, cell-based, U2OS, AlphaScreen, inhibitor mode. hit rate 0.17% among 350,000. inhibition, % at 15.6 µM. AlphaScreen anti-acetyl-lysine; with virally co-expressed GCN5 acetyltransferase;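 active = every replicate shows inhibition of at least 40%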;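 also: 0% = neutral control wells and 100% = positive control wells; some results beyond the cut were filed as inactive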
F508del corr: F508del CFTR correction, initial screen, CFBE line, single point | CFBE cells, YFP halide quenching; stimulated with forskolin plus potentiator P3; % fluorescence drop versus neutral controls | activity (quench increase), % at 7.58 µM | hit rate 0.36% among 350,000;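 active = mean added fluorescence quench of at least 8% versus neutral control, with both replicates also reaching 8%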;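 also: cells transiently co-express mutant CFTR-F508del with the halide-sensitive YFP; corrector assay measuring rescue of mutant channel to the surface after 24 h compound exposure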
Cneo AK release: Cryptococcus neoformans cell lysis inducers, primary screen, AK release luminescence, single concentration; C. neoformans lysis, adenylate kinase release luminescence, 4 h; normalised: neutral wells 0, clomiphene wells 100; lysis activity, % at 15 µM; hit rate 0.2% among 360,000; AID 651654, 2012;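 active = mean lysis activity across replicates of at least 80%, whatever share of replicates individually reach that level; inactive = mean lysis activity below 80%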
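Assay system: C. neoformans cells. Amount: yeast cell density of 5 × 10^6 cells/mL. Technique: AK luminescence. Buffer or medium: YPD. Times: static 4 h at 37 °C with compound, 1 h detection. Dosing: single-point compound dose. Read-out: lysis from increased AK signal.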
INS-1E GSIS act: GLuc luminescence reporter in INS-1E cells, primary screen for activators of glucose-dependent secretion of insulin; INS-1E GLuc reporter insulin secretion, 2-3 h; activation, % at 16.6 µM; hit rate 0.61% among 370,000; AID 743287, 2014;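 active = lowest replicate activation of at least 40%, so every replicate reaches that level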;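 also: 0% = median of neutral control wells and 100% = median of IBMX positive control wells; some compounds called inactive have numbers as strong as hits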
The depositor's hits bear a star; x = not tested or not shown; & = joins results of further samples; [ ] = remark or other dose. The order is random; overall some 2.1% were active at least once.

SMILES | miR-122 sensor | FN deposition inh | PglD DTNB | Statin myotox sup | PGC1a acetyl inh | F508del corr | Cneo AK release | INS-1E GSIS act
Cc1cccc2sc(N(CCCN(C)C)C(=O)c3ccc(Cl)s3)nc12 | 0 | 4 | -2 | -5 | -18 | 0.2 | 5 | -21
C[C@H](CO)N1C[C@H](C)[C@@H](CN(C)C(=O)C2CC2)Oc2cc(C#Cc3ccncc3)ccc2S1(=O)=O | 27[16.7 µM] | x | 2 | -33 | -8 | 2.3 | -1 | -11
Cc1ccc(NC(=O)Cn2ccc([N+](=O)[O-])n2)cc1C | x | -3 | x | x | 3 | -0.7 | x | 6
CC(=O)N1CCN(C(=O)c2cc(S(=O)(=O)N3CCN(c4ccccc4)CC3)ccc2Cl)CC1 | -2 | x | -3 | -2 | x | -4.3 | -1 | 2
O=C(COC(=O)C1CCCN1C(=O)c1cccs1)Nc1ccc2c(c1)OCO2 (stereo not given) | 1 | x | -6 | x | 2 | x | -1 | x
O=C(NCC1CCCN(C(=O)c2cc(Cl)ccc2F)C1)c1ccc(F)cc1 (stereo not given) | 2 | 6 | 11 | -9 | -19 | -3.5 | 2 | 17
Cc1ccc(S(=O)(=O)N(C)C[C@H]2Oc3c(NC(=O)Nc4ccc(C(F)(F)F)cc4)cccc3C(=O)N([C@@H](C)CO)C[C@H]2C)cc1 | -8[16.7 µM] | x | 2 | 17 | 25 | 0.2 | -4 | 7
C[C@@H]1CN([C@@H](C)CO)C(=O)c2cc(NC(=O)Nc3ccccc3)ccc2O[C@@H](C)CCCCO[C@@H]1CN(C)Cc1ccccc1 | 1[16.7 µM] | 4 | 5 | x | 11 | 3.7 | 0 | -16
C[C@@H]1CN([C@@H](C)CO)C(=O)c2cccc(NS(=O)(=O)c3ccccc3)c2O[C@@H]1CN(C)S(=O)(=O)c1ccc(F)cc1 | 3[16.7 µM] | x | 5 | 41 | -5 | 1.0 | 1 | 0
CN(C)C(CNC(=O)c1cccc(S(=O)(=O)N(C)C)c1)c1ccccc1 (stereo not given) | -5 | x | 2 | 16 | -3 | x | 0 | x
C[C@@H]1CN([C@@H](C)CO)C(=O)Cc2cc(NC(=O)C3CC3)ccc2O[C@H]1CN(C)C(=O)Nc1ccccc1 | -8[16.7 µM] | x | 8 | -9 | 1 | 0.1 | 3 | -1
CC1=Nc2cccc3cccc(c23)N1 | 0 | -4 | -2 | 8 | 1 | x | -1 | x
COc1cc2oc(=O)cc(-c3ccc(-c4ccc(C)cc4)cc3)c2c(OC)c1OC | 0 | x | 3 | -2 | 3 | 3.5 | 1 | 24
CC1CCC2(CC1)NC(=O)N(CC(=O)Nc1ccc(C(N)=O)cc1)C2=O (stereo not given) | -5 | -2 | 1 | -8 | -3 | 5.0 | 28 | -19
O=C(COC(=O)/C=C/c1ccc(OC(F)F)cc1)Nc1ccc(S(=O)(=O)N2CCCC2)cc1 | -4 | 4 | 5 | 4 | 8 | x | 2 | -18
COc1cccc(NC(=O)N2C[C@H](O)COC[C@@H]3O[C@@H](CC(=O)NC4CCCC4)CC[C@H]32)c1 | -4[16.7 µM] | -3 | 0 | 2 | -8 | -1.0 | -2 | 14
CC(C)(C)OC(=O)NCc1ccc(CNC(=O)c2nc[nH]c2C(=O)N2CCc3ccccc3C2)cc1 | -4 | -10 | 0 | 6 | -2 | -0.4 | 0 | -21
C/C=C/c1ccc2c(c1)O[C@@H](CN(C)C(=O)Nc1cc(F)ccc1F)[C@H](C)CN([C@@H](C)CO)S2(=O)=O | 5[16.7 µM] | x | -2 | -47 | -21 | 7.9 | 0 | -20
COc1ccc(-n2c(=O)c3c(C)c(C)sc3n(Cc3cccc(F)c3)c2=O)c(OC)c1 | x | 2 | x | x | 2 | -1.8 | x | -19
C/C=C/c1ccc2c(c1)O[C@H](CN(C)C(=O)c1cccc(F)c1)[C@@H](C)CN([C@@H](C)CO)S2(=O)=O | 32[16.7 µM] | x | 2 | -21 | -2 | -2.5 | -5 | 6
CCOC(=O)C1=CN(Cc2ccco2)S(=O)(=O)N(C)C1c1ccc(F)c(Cl)c1 (stereo not given) | x | 3 | -3 | 17 | x | 3.1 | -1 | -14
COC(=O)C[C@H]1CC[C@@H](N)[C@@H](CO)O1 | x | -10 | -14 | 1 | 3 | 2.5 | -22 | 1
CC(=O)Oc1cc2oc(=O)cc(C)c2cc1Cl | 1 | -4 | -1 | 2 | x | -1.8 | -1 | -20
C[C@@H]1CN([C@H](C)CO)C(=O)c2cc(C3=CCCCC3)cnc2O[C@H]1CN(C)C(=O)Nc1ccccc1 | -2[16.7 µM] | -5 | 5 | 16 | -3 | -0.3 | -16 | -14
COc1ccccc1C#Cc1cnc2c(c1)C(=O)N([C@H](C)CO)C[C@H](C)[C@@H](CN(C)C(=O)c1ccc3c(c1)OCO3)O2 | -35[16.7 µM] | -5 | 1 | 1 | -6 | -1.1 | -3 | -17
C[C@@H]1CCCCO[C@@H](CN(C)Cc2ccc(C(=O)O)cc2)[C@H](C)CN([C@H](C)CO)C(=O)c2cc(NS(=O)(=O)c3cn(C)cn3)ccc2O1 | 4[16.7 µM] | x | 0 | x | 3 | -2.2 | -2 | 12
C[C@H]1CN([C@@H](C)CO)C(=O)CCCn2cc(nn2)CO[C@@H]1CN(C)C(=O)Nc1ccc(C(F)(F)F)cc1 | -1 | -3&3 | 2 | 7&6&-7 | -15&-2&-2 | -1.2&2.6&-0.7 | 1 | -12&7
Cc1ccc(S(=O)(=O)N(C)C[C@H]2OCCCC[C@H](C)Oc3ccc(NC(=O)NC(C)C)cc3C(=O)N([C@H](C)CO)C[C@@H]2C)cc1 | 7[16.7 µM] | -1 | -3 | x | 5 | 0.7 | 2 | -20
COc1ccc(C(=O)Nc2c(N)nc(SCC(=O)N3CCC(C)CC3)[nH]c2=O)cc1 | -4 | 5 | 3 | 1 | -6 | 1.4 | 1 | 5
C#CCOCCOCCOCCNc1nc(N2CCN(C(=O)CCCCCCCCCCNC(=O)Cn3cc(C[C@@H](C)O)nn3)CC2)nc(N2CCN(C(=O)CCCCCCCCCCNC(=O)[C@H](CO)n3cc(CCCSC)nn3)CC2)n1 | -10 | -5 | 3 | 5 | -21 | 2.5 | -2 | -9
Cc1ccc(NC(=O)N(C2CCCCC2)C(C)c2cccnc2)cc1C (stereo not given) | -5 | -7 | 4 | 5 | 20 | 2.2 | -1 | x
CC1CCN(c2nnc(NC(=O)Cn3c(=O)oc4ccccc43)s2)CC1 | -6 | -2 | x | -3 | -10 | 5.8 | 1 | 0
COCCn1c(C)cc(C(=O)CN2C(=O)NC3(CCCCCCC3)C2=O)c1C | x | x | -6 | 19 | 3 | -1.4 | 4 | -4
CCOc1ccc(CN2CCNC(=O)C2CC(=O)NCCCOc2cccnc2)cc1 (stereo not given) | 1 | 6 | 3 | 8 | 15 | -2.3 | 4 | -19
COC(=O)Cc1ccc(NC(=S)NCCCN2CCOCC2)cc1 | -2 | x | 8 | -11 | 1 | x | 1 | -5
O=C(N/N=C\c1ccc[nH]1)C1COc2ccccc2O1 (stereo not given) | -2 | -12 | -16 | 4 | 2 | 2.3 | 3 | -30
Cc1cnn(-c2cc(N/N=C/c3ccccc3)ncn2)c1 | -7 | x | 4 | x | 12 | 1.2 | -1 | -1
O=C(Nc1ccc(S(=O)(=O)NCc2ccco2)cc1)c1ccc2ccccc2n1 | x | -3 | -2 | 19 | -12 | x | -1 | x
CCN(CC)c1ncnc2sc(C(=O)N3CCN(c4ccc(OC)cc4)CC3)c(C)c12 | -3 | x | 0 | -23 | 3 | x | 3 | x
CC(=O)c1ccc(NC(=O)C2CCCN2S(=O)(=O)c2ccc(C)cc2)cc1 (stereo not given) | 1 | -31 | -2 | 0 | -13 | 7.3 | -3 | 6
Cc1ccc(S(=O)(=O)N2CCC(=O)N(C(COCc3ccc(Cl)cc3)Cc3ccccc3)CC2)cc1 (stereo not given) | x | 3 | 3 | -8 | x | 2.8 | 13 | -10
CCc1ccc(S(=O)(=O)Nc2c(C)nn(C)c2C)cc1 | 2 | 1 | -1 | -5 | -3 | x | -1 | -13
COCCNC(=O)C1(C)CCCN(C(=O)c2cc(F)cc(F)c2)C1 (stereo not given) | x | -6 | -3 | 17 | x | 3.8 | 11 | x
O=C(O)/C=C/C(=O)c1ccc(O)cc1 | -5 | 1 | -8 | -2 | 0 | 2.2 | 1 | -4
CCC(=O)NNc1nc2c(F)cc(F)cc2s1 | -2 | 1 | -4 | 2 | 0 | -0.7 | 0 | -2
CCN(CC)C(=O)c1sc2nc(-c3ccc(OC)cc3)cn2c1C | 24 | -1 | x | 24 | 1 | x | -3 | x
Cc1nnc(Oc2ccccc2F)c2ccccc12 | 5 | 1 | 0 | -6 | 2 | x | 2 | x
[O-]/[N+](=C\C=C\c1ccccc1)c1ccccc1 | 9 | 1 | 0 | 14 | x | -1.7 | 2 | -8

Some of these compounds in order of SMILES length, lowest first:
SMILES | miR-122 sensor | FN deposition inh | PglD DTNB | Statin myotox sup | PGC1a acetyl inh | F508del corr | Cneo AK release | INS-1E GSIS act
Cc1nnc(Oc2ccccc2F)c2ccccc12 | 5 | 1 | 0 | -6 | 2 | x | 2 | x
CCc1ccc(S(=O)(=O)Nc2c(C)nn(C)c2C)cc1 | 2 | 1 | -1 | -5 | -3 | x | -1 | -13
CCN(CC)c1ncnc2sc(C(=O)N3CCN(c4ccc(OC)cc4)CC3)c(C)c12 | -3 | x | 0 | -23 | 3 | x | 3 | x

Gathered by group: the compounds so far containing an NH in an aromatic ring (three)
SMILES | miR-122 sensor | FN deposition inh | PglD DTNB | Statin myotox sup | PGC1a acetyl inh | F508del corr | Cneo AK release | INS-1E GSIS act
CC(C)(C)OC(=O)NCc1ccc(CNC(=O)c2nc[nH]c2C(=O)N2CCc3ccccc3C2)cc1 | -4 | -10 | 0 | 6 | -2 | -0.4 | 0 | -21
COc1ccc(C(=O)Nc2c(N)nc(SCC(=O)N3CCC(C)CC3)[nH]c2=O)cc1 | -4 | 5 | 3 | 1 | -6 | 1.4 | 1 | 5
O=C(N/N=C\c1ccc[nH]1)C1COc2ccccc2O1 (stereo not given) | -2 | -12 | -16 | 4 | 2 | 2.3 | 3 | -30

Following part.
SMILES | miR-122 sensor | FN deposition inh | PglD DTNB | Statin myotox sup | PGC1a acetyl inh | F508del corr | Cneo AK release | INS-1E GSIS act
CCOc1cccc(-c2nc(C(N)=O)c3[nH]c(=O)n(-c4cccc(Cl)c4)c3n2)c1O | -3 | 13 | 0 | -5 | -1 | 0.6 | 2 | x
Cc1c(N=C2C=C(Br)C(=O)C(Br)=C2)c(=O)n(-c2ccccc2)n1C | x | 10 | x | x | -5 | -5.3 | x | -20
CCc1ccc(CCC(=O)Nc2ccc(C)cc2C)o1 | -3 | x | 4 | 0 | 7 | x | -3 | -19
C[C@H](CO)N1C[C@H](C)[C@@H](CN(C)C(=O)c2cccc(F)c2)Oc2cc(-c3cccc(F)c3)ccc2S1(=O)=O | 18[16.7 µM] | 1 | 1 | -38 | 0 | 2.5 | 3 | -13
Cc1noc(C)c1NC(=O)N(C)C[C@H]1Oc2ccc(NC(=O)Nc3cccc4ccccc34)cc2C(=O)N([C@@H](C)CO)C[C@@H]1C | 5[16.7 µM] | x | 0 | 13 | 1 | -0.9 | -1 | 0
